High-throughput results: PubChem, NCI
All columns: NCI-60 one-dose screen, growth in % after 48 h at 10 µM unless noted; 100 = growth as untreated, 0 = no growth, -100 = all killed.
HOP-62: HOP-62 NSCLC. 3.9% of 80,000 active. AID 1794735
RPMI-8226: RPMI-8226 leukemia cells; 7.5% of 77,000 active; AID 1794781
MOLT-4: MOLT-4 leukemia cells; 6.9% of 80,000 active; AID 1794779
EKVX: EKVX NSCLC; 3% of 71,000 active
HOP-92: HOP-92 NSCLC cells | 6.3% of 71,000 active | AID 1794738
A549/ATCC: A549/ATCC NSCLC; 3.7% of 81,000 active
M14: M14 melanoma. 6.2% of 80,000 active. AID 1794745
CCRF-CEM: CCRF-CEM leukemia | AID 1794778 | 7% of 77,000 active
* = called active by the depositor; . = no result given; & = joins results of further samples. How the source made its calls: active means growth percent below 10; inactive means the rest. The order is random; overall some 13% were active at least once.

Molecule | HOP-62 | RPMI-8226 | MOLT-4 | EKVX | HOP-92 | A549/ATCC | M14 | CCRF-CEM
Cc1ccc(C(C)C)c(OCc2ccc(C(=O)N/N=C/c3cccc(O)c3O)cc2)c1 | . | 29 | 7.9* | 49 | 38 | 53 | 18 | 6.9*
S=C(c1ccccc1)N1CCN(c2cccc(Cl)c2)CC1 | 102 | 87 | 85 | 99 | . | 88 | 113 | 84
Cc1ccccc1C#N | 145 | 121 | 104 | 114 | 120 | 115 | 104 | 103
N#Cc1c(-c2ccc(Br)cc2)nc2n[nH]c(-c3ccc(Br)cc3)c2c1-c1ccc(C(F)(F)F)cc1 | 40 | 0.7* | 4.1* | 6.0* | -17* | 27 | 29 | 14
CCOC(=O)c1nn(C2CCCCO2)c2ccc(NC(=O)CN3C(=O)c4ccccc4C3=O)cc12 (centres undefined) | 94 | 106 | 115 | 97 | 110 | 100 | 97 | 102
CCCCCCCCC(C(=O)OCC)C(=O)OCC | 105 | 72 | 94 | . | 97 | 108 | 99 | .
CCOC(=O)c1cc2c(n1Cc1ccccc1OC)-c1[nH]c(=O)c(S(=O)(=O)c3ccccc3)cc1CCC2 | 92 | 86 | 77 | . | 82 | 92 | 98 | 93
S=c1n(CN2CCCCC2)nc(-c2cc(Cl)cc(Cl)c2Cl)n1/N=C/c1ccc(Cl)cc1 | 96 | . | 76 | 102 | . | 105 | 89 | .
COc1ccc2c(c1)C(=O)c1c-2c(OCCN2CCCCC2)nc2ccc(OC)cc12 | 24 | 16 | 8.4* | 40 | . | 12 | 23 | 14
CCN(CC)CC(O)Cc1ccccc1 (centres undefined) | 97 | 97 | 104 | 100 | 79 | 106 | 86 | 95
CN1CCN(CCNC(=O)n2cc(-c3ccncc3)c(-c3cc(O)cc(Cl)c3)n2)CC1 | 28 | . | 87 | 47 | . | 70 | 81 | 93
C[C@]1(C(=O)O)CC2CCC1C2 (some centres undefined) | 106 | 101 | 102 | 106 | 100 | 98 | 101 | .
CCN(CC)CCNC(Cc1ccccc1)c1ccccc1 (centres undefined) | 95 | 100 | 91 | 108 | 93 | 77 | 104 | 98
CC[C@@]12C[C@]1(C(=O)OC)C(=O)N1CCc3c([nH]c4ccccc34)[C@H]12 | 99 | 96 | 79 | . | 142 | 99 | 102 | 91
Cn1c(=O)c2c(nc(CCCCCc3nc4c(c(=O)n(C)c(=O)n4C)n3C)n2C)n(C)c1=O | 84 | 99 | 115 | 100 | 97 | 83 | 93 | 106
CC(=O)Oc1ccc(CCC(=O)c2c(OC(C)=O)cc(OC(C)=O)cc2OC(C)=O)cc1 | 93 | 95 | 109 | 96 | 58 | 81 | 90 | 71
CCCCCCc1coc2c(O)c(O)ccc2c1=O | 68 | 44 | 64 | 91 | 62 | 61 | 83 | 46
CCCCCC(C)NCC(C)(C)O (centres undefined) | 102 | 106 | 103 | 104 | 110 | 103 | 106 | 110
COc1cc(CNS(=O)(=O)c2ccc(C)cc2)ccc1OCc1cn(-c2ccccc2F)nn1 | 114 | 74 | 96 | 79 | 93 | 96 | 75 | 92
CCCCCSc1ncnc2nc[nH]c12 | 103 | 88 | 106 | . | . | 98 | 101 | 98

Some of the entries so far, with two lines to a compound.
Sequence of screens – HOP-62	RPMI-8226	MOLT-4	EKVX	HOP-92	A549/ATCC	M14	CCRF-CEM
- CCN(CC)CC(O)Cc1ccccc1 (centres undefined)
    97	97	104	100	79	106	86	95
- CN1CCN(CCNC(=O)n2cc(-c3ccncc3)c(-c3cc(O)cc(Cl)c3)n2)CC1
    28	.	87	47	.	70	81	93
- C[C@]1(C(=O)O)CC2CCC1C2 (some centres undefined)
    106	101	102	106	100	98	101	.
- CCN(CC)CCNC(Cc1ccccc1)c1ccccc1 (centres undefined)
    95	100	91	108	93	77	104	98
- CC[C@@]12C[C@]1(C(=O)OC)C(=O)N1CCc3c([nH]c4ccccc34)[C@H]12
    99	96	79	.	142	99	102	91

Other entries:
Molecule | HOP-62 | RPMI-8226 | MOLT-4 | EKVX | HOP-92 | A549/ATCC | M14 | CCRF-CEM
CCOc1ccc(-n2cc(-c3ccccc3)c3c(SCc4cc(C)ccc4C)ncnc32)cc1 | 97 | 92 | 88 | . | 92 | 75 | 101 | 91
CN1C(=O)C(=C(/C=C/c2ccccc2)N=NC(/C=C/c2ccccc2)=C2C(=O)N(C)C(=O)N(C)C2=O)C(=O)N(C)C1=O | 92 | 59 | 64 | 99 | 72 | 110 | 92 | 77
COc1cc(C2CC(c3ccccc3Cl)=NN2c2ccc(-c3ccccc3)nn2)ccc1F (centres undefined) | 86 | 92 | 82 | 79 | 76 | 89 | 94 | 107
CN(C)CCN1C(=O)c2cccc3c(-c4ccc5c(c4)ncn5C4CCCCC4)ccc(c23)C1=O | 54 | 37 | 17 | 67 | 25 | 47 | 75 | 37
O=C(Nc1ccc(OS(=O)(=O)O)cc1)C12CC3CC(CC(C3)C1)C2 | 107 | 92 | 105 | . | 104 | 103 | 107 | 94
O=C1COCCN1c1ccc(NCc2cn(Cc3ccc(F)cc3)c3ccccc23)cc1 | 62 | 42 | 102 | 91 | 68 | 48 | 73 | 93
CCCCCNC(=S)NNC(=S)N/N=C/c1cc(OC)c(OC)c(OC)c1 | 90 | 73 | 75 | 77 | 90 | 93 | 93 | 83
COc1ccc(OC)c(-c2c(C#N)c(N)nc3c2c(N)nn3-c2ccccc2)c1 | 95 | 100 | 100 | 102 | 90 | 111 | 103 | 106
C=C(C)COC(=O)Nc1ccccc1 | 115 | 116 | 100 | 105 | 116 | 115 | 116 | 110
Cc1c(-c2ccc(-c3ccccc3F)cc2)nc2ccc(F)cc2c1C(=O)O | 49 | 23 | 2.5* | 55 | 42 | 35 | 54 | 28
CC(=O)OC1CCC2C3CCC4OC(=O)CCC4(C)C3CCC12C (centres undefined) | 111 | 99 | 102 | . | 89 | 97 | 108 | 89
COc1ccc(N(C)c2nc(Cl)nc3ccn(C)c23)cc1 | 18 | 6.3* | 9.9* | 43 | 5.7* | 11 | -1.0* | 8.0*
CCOCc1nc2c(N)nc3ccccc3c2n1CC(C)(C)O | 100 | 113 | 102 | 92 | 100 | 101 | 108 | 104
CCOc1ccc(C(=O)Cc2ccccc2)cc1 | 121&97 | 95&106 | 99&94 | 101&98 | 102&108 | 99&99 | 106&114 | 98
c1ccc2[nH]c(-c3nonc3-n3cccc3)nc2c1 | 115 | 101 | 116 | . | 85 | 105 | 99 | 99
CCCNC(=O)Oc1ccc(/C(=C(/CC)Cc2ccccc2)c2ccc(OCCN3CCCCC3)cc2)cc1 | 98 | 86 | 90 | 93 | 70 | 97 | 102 | 85
C=CS(=O)(=O)c1ccc(Nc2cc(S(=O)(=O)O)c(N)c3c2C(=O)c2ccccc2C3=O)cc1 | 98 | 87 | 108 | 104 | 87 | 105 | 106 | 88
Cc1nn(-c2ccccc2)c(N2CCOCC2)c1/C=C/C(=O)c1ccc(Cl)cc1 | 83 | 63 | 54 | 78 | 38 | 77 | 88 | 54
O=C(Nc1ccc(N=Cc2c(O)[nH]c3ccccc23)cc1)Nc1ccc(S(=O)(=O)Nc2ncccn2)cc1 | 99 | 107 | 121 | 98 | 94 | 101 | 104 | 109
COC(CC(F)F)c1ccc2ccccc2c1 (centres undefined) | 102 | 99 | 95 | 106 | 97 | 100 | 110 | 106
COc1ccc(-c2nc(SCC(C)C)nc(N/N=C(/C)c3cccc(OC)c3)c2C#N)cc1 | 94 | 94 | 74 | 90 | 60 | 93 | 96 | 89
Nc1ccc(Nc2ccc(N)cc2)cc1 | 107 | 47 | . | 91 | 54 | 102 | 118 | .
CCCCSc1ccc(Nc2ncnc(N)n2)cc1 | 99 | 91 | 102 | 105 | . | 102 | 111 | 91

Profiles, looked up by structure. Order of screens: HOP-62, RPMI-8226, MOLT-4, EKVX, HOP-92, A549/ATCC, M14, CCRF-CEM
Profile of `S=C(c1ccccc1)N1CCN(c2cccc(Cl)c2)CC1` → 102, 87, 85, 99, ., 88, 113, 84
Profile of `C=CS(=O)(=O)c1ccc(Nc2cc(S(=O)(=O)O)c(N)c3c2C(=O)c2ccccc2C3=O)cc1` → 98, 87, 108, 104, 87, 105, 106, 88
